TRPV1 ag: agonists of human vanilloid receptor 1 (TRPV1); TRPV1-expressing cells, Fluo-8 calcium influx, agonist mode; 320,000 compounds, 0.19% hits; activation, % at 8.33 µM; Q8NER1; AID 540275; in the data active = activation above about 80%; inconclusive = between about 30% and that limit; also: 0% is about no effect
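Cells expressing TRPV1 were dye-loaded with Fluo-8 and read kinetically: 10 s baseline, 3 min after compound (agonist portion), then 2 min after EC20 capsaicin (allosteric enhancer portion). Calcium-bound dye fluorescence at 480/520 nm.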
ELG1 DNA repair: blocks ELG1-dependent DNA repair in HEK293T cells; HEK293T ELG1-luciferase reporter, luminescence, 16 h; DNA damage induced by 5-fluorouridine; Potency, µM (highest dose often 46.1 µM), without a hit: at the top dose activity change, negative = inhibition, usual class: inhibitors; 330,000 compounds, 2.3% hits; also: potency is read from the fitted curve at half-maximal effect; % is scaled to controls: 0 for no effect and ±100 for the full control effect; nearly all actives have a fitted effect of over 55% in size
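Cells (2,000 per well) received 5-fluorouridine plus test compound or DMSO and were incubated 16 hr at 37 °C, 5% CO2. Luciferase activity was read by luminescence 30 min after ONE-Glo addition; signal suppression marked inhibition of damage-induced ELG1 function.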
KCNH2 3.1 inh: inhibitors of human KCNH2 3.1 potassium channel isoform; U2OS KCNH2 3.1, thallium flux FluxOr; stronger effect = lower value; activity change, % (tested at about 1.8 µM); 340,000 compounds, 0.95% hits; AID 720553;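 active = maximum activity change below -70%; inconclusive = maximum activity change from -70% to -50%; inactive = maximum activity change above -50%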;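 also: thallium influx rate constant from kinetic fluorescence after stimulation buffer; % is scaled to controls: 0 for no effect and ±100 for the full control effect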
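Thallium flux read-out: FluxOr dye with Red40 quencher in HBSS/HEPES, 45 min at RT. Rate constants from kinetic reads were normalized to positive and negative DMSO controls. Cells: U2OS virally expressing the 3.1 isoform.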
TSHR antagonist: human thyrotropin receptor antagonism; P16473; TSHR-expressing cells, TSH-stimulated cAMP HTRF, 2 h; stronger effect = lower value; activity change, negative = inhibition, % at 11.5 µM; 330,000 compounds, 0.2% hits;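 active = activity change below a set negative limit, meaning inhibition stronger than a set level, cut at about -70% in these data; inconclusive = activity change between two set negative limits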; also: % is scaled to controls: 0 for no effect and ±100 for the full control effect
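TSHR-expressing cells were treated with compounds, then stimulated with TSH at EC80 (4nM final) for 2 hours at 37 deg C. Cellular cAMP was measured by HTRF competition between lysate cAMP and cAMP-d2 for a cryptate-labelled anti-cAMP antibody.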
USP2a block: inhibitors of human ubiquitin-specific protease USP2a; O75604; USP2 core, Ub-CHOP2 coupled fluorogenic reporter, 485/531; Potency, µM (highest dose often 38.3 µM), for inactives: at the highest dose activity change, negative = inhibition, usual class: inhibitors; 330,000 compounds, 0.01% hits; AID 463254;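 also: potency is read from the fitted curve at half-maximal effect; plate controls were DMSO wells for no effect and full inhibition by NEM control for full effect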
Target sequence (O75604 whole entry, looked up): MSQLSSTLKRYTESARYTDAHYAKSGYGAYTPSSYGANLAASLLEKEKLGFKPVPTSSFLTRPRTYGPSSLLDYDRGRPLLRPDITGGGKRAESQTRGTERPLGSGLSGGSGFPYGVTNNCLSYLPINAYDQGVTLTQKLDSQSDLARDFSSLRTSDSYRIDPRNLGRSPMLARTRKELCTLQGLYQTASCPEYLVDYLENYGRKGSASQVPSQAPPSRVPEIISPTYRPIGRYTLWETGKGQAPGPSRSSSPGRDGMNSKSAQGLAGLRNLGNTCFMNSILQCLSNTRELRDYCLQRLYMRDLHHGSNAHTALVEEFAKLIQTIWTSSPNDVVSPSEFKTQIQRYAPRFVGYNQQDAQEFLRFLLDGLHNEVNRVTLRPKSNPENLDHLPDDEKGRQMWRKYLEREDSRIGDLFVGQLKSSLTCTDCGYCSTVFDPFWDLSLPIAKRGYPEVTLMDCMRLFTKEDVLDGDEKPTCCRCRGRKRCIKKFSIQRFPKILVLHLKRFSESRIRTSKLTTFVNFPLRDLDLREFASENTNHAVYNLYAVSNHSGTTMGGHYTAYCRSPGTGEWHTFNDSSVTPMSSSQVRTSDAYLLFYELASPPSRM
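Deubiquitinase activity read as fluorescence (485/531 nm) after Ub-CHOP2 cleavage activates the enterokinase reporter on its substrate; USP2 core 10nM, Ub-CHOP2 and substrate 25nM each, 30min compound preincubation then 60min RT; data normalized to NEM, curves fitted.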
Eya2 phos inh: blocks the phosphatase activity of human Eya2 | 330,000 compounds, 0.006% hits | Potency, µM (titrated, usually from 76.9 µM), without a hit: at the top dose activity, negative = inhibition, usual class: inhibitors | recombinant Eya2, OMFP fluorescence dephosphorylation (OMFP is methylfluorescein phosphate); also: potency is read from the fitted curve at half-maximal effect; % is scaled to controls: 0 for no effect and ±100 for the full control effect
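Eya2 (0.2 uM) preincubated 10 min at ambient with compound, then OMFP substrate added at 50 uM; 10 min reaction in 50 mM HEPES pH 7.5, 50 mM NaCl, 5 uM MgCl2, 0.05% BSA, 1 mM DTT. Fluorescence read at Ex 485/Em 525 nm.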
Mito fusion yeast: mitochondrial division inhibition or fusion activation; S. cerevisiae fusion-defective mutant growth rescue, CellTiterGlo 48 h; Potency, µM (highest dose often 46.1 µM), for inactives: top-dose growth rescue (activation), actives largely listed as activators; 320,000 compounds, 0.23% hits; AID 485298;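 also: potency is read from the fitted curve at half-maximal effect; % of control where 0% means no effect; nearly all actives have a fitted effect of over 45% in size; temperature-sensitive fusion mutants such as fzo1-1 at 37 °C on non-fermentable ethanol glycerol medium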
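Read-out: ATP-based luminescence (CellTiterGlo, 10 min ambient) reporting growth of fusion-defective ts yeast after 48 hours at 37C on glycerol/ethanol YPEG medium in the presence of compound.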
A-T KAP1 phos: candidate therapy for ataxia-telangiectasia; […] A-T fibroblasts, KAP-1 phosphorylation AlphaLISA; neocarzinostatin DNA damage 30 min before lysis; Potency, µM (doses to about 57.5 µM), for the others: at the highest dose activation, actives largely listed as activators; 320,000 compounds, 0.19% hits; AID 485349; also: potency is read from the fitted curve at half-maximal effect; % of control where 0% means no effect; nearly all actives have a fitted effect of over 45% in size
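ATM-like activity read as KAP-1 phosphorylation via AlphaLISA donor/acceptor antibody pairs after lysis and 6 hr at 25C. Cells were ATM-null patient fibroblasts ([…], hTERT), dosed 60 min, then exposed to the DSB inducer NCS for 30 min.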
TCR act: activators of T cell receptors | primary human leukocytes, anti-CD3, IL-2 HTRF, 48 h | Potency, µM (highest dose often 9.22 µM), without a hit: at the highest dose activation of IL-2 secretion, usual class: activators | 330,000 tested, under 10 active | AID 504894; also: % of control where 0% means no effect
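Primary human leukocytes were stimulated with a-CD3 beads plus compounds for 48 hr without co-stimulation; secreted IL-2 was quantified by HTRF using a-IL-2-K (europium cryptate) and a-IL-2-d2, excited at 320nm with acceptor emission read at 665nm.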
hERG WT inh: inhibitors of human wildtype KCNH2 potassium channel; Q12809; U2OS, BacMam KCNH2, thallium flux FluxOr; stronger effect = lower value; activity change, % at 1.84 µM; 340,000 compounds, 0.37% hits;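 active = maximum activity change below -70%; inconclusive = maximum activity change between -70% and -50%; inactive = maximum activity change above -50%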; also: % is scaled to controls: 0 for no effect and ±100 for the full control effect
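U2OS cells transduced with wild-type KCNH2 virus are loaded with FluxOr dye for 45 min, and thallium flux is measured in kinetic reads before and after stimulation buffer. Rate constants are normalized to DMSO controls.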
* hit, by the source's call; ? = inconclusive; . = no result given; [ ] = another dose, or the depositor's remark. Unless noted, calls follow the shape of the dose curve; as a rule, active = well fitted curve in the direction sought with a large enough effect; inconclusive = small, poorly fitted or top-dose-only effect, or another doubt; inactive = no such curve, though single readings can be large; an effect the other way counts as inactive or inconclusive.

SMILES	TRPV1 ag	ELG1 DNA repair	KCNH2 3.1 inh	TSHR antagonist	USP2a block	Eya2 phos inh	Mito fusion yeast	A-T KAP1 phos	TCR act	hERG WT inh
COc1ccc(CC(=O)NCC(=O)N/N=C/c2ccc(C)o2)cc1	-2	6%	-28	-8	4%	5%	-1%	-1%	-2%[46.1 µM]	-5
Cc1ccc(C2C(C#N)C(C#N)N3CCCN23)cc1 (centres undefined)	13	10%	-9	1	-4%	-3%	-2%	9%	-1%	0
CCc1nc(SCC(=O)Nc2ccccc2OC)c2c(C)c(C)sc2n1	30	?	-4	2	-8%	-1%	16%	12%	-6%	-26
COc1ccc([C@H]2CC(=O)C=C(c3ccc(F)nc3)C2)cc1OC	-1	-12%	-15	-13	0%	-2%	-3%	17%	5%	14
COc1cc(C(=O)OCC(=O)NC23CC4CC(CC(C4)C2)C3)cc(OC)c1OC	22	?	22	-24	0%	-12%	1%	-5%	2%	-1
O=C(O)c1ccc2c(c1)N(Cc1ccccc1)C(=O)c1ccccc1S2	0	-2%	2	12	1%	-9%	-1%	-12%	-3%	1
Nc1ncnc(Nc2cccc(Cl)c2Cl)n1	1	?	-9	-8	2%	7%	-4%	1%	1%	5
COc1ccccc1CNC(=O)[C@H](C)NC(=O)C1CCN(C(=O)[C@H](CCSC)NC(=O)OC(C)(C)C)CC1	3	3%	6	26	1%	8%	0%	-13%	-9%	-5
O=C(NCc1ccco1)C1CCN(c2nc3ccccc3n2Cc2ccc(F)cc2)CC1	?	18µM*	-104*	4	4%	4%	4%	3%	-2%	-152*
CN1CCN(C(=O)c2ccc(CNS(=O)(=O)c3ccc(F)c(Cl)c3)cc2)CC1	-1	11%	18	13	-1%	-19%	1%	1%	1%	4

Six entries drawn at random from those above, as already listed:
SMILES	TRPV1 ag	ELG1 DNA repair	KCNH2 3.1 inh	TSHR antagonist	USP2a block	Eya2 phos inh	Mito fusion yeast	A-T KAP1 phos	TCR act	hERG WT inh
Nc1ncnc(Nc2cccc(Cl)c2Cl)n1	1	?	-9	-8	2%	7%	-4%	1%	1%	5
CCc1nc(SCC(=O)Nc2ccccc2OC)c2c(C)c(C)sc2n1	30	?	-4	2	-8%	-1%	16%	12%	-6%	-26
CN1CCN(C(=O)c2ccc(CNS(=O)(=O)c3ccc(F)c(Cl)c3)cc2)CC1	-1	11%	18	13	-1%	-19%	1%	1%	1%	4
O=C(NCc1ccco1)C1CCN(c2nc3ccccc3n2Cc2ccc(F)cc2)CC1	?	18µM*	-104*	4	4%	4%	4%	3%	-2%	-152*
O=C(O)c1ccc2c(c1)N(Cc1ccccc1)C(=O)c1ccccc1S2	0	-2%	2	12	1%	-9%	-1%	-12%	-3%	1
COc1ccccc1CNC(=O)[C@H](C)NC(=O)C1CCN(C(=O)[C@H](CCSC)NC(=O)OC(C)(C)C)CC1	3	3%	6	26	1%	8%	0%	-13%	-9%	-5

More records follow.
SMILES	TRPV1 ag	ELG1 DNA repair	KCNH2 3.1 inh	TSHR antagonist	USP2a block	Eya2 phos inh	Mito fusion yeast	A-T KAP1 phos	TCR act	hERG WT inh
Nc1nonc1-n1nnc(C(=O)N/N=C/c2cccnc2)c1CSc1ccc(Cl)cc1	?	-8%	5	-22	3%	3%	4%	3%	2%	0
O=C(CSc1nnc(Cc2cccs2)n1-c1ccc(Cl)cc1)NCc1ccc2c(c1)OCO2	1	1%	-5	-1	0%	-12%	8%	.	-6%	6
COc1ccc(OC)c2sc(NC(=O)c3ccc(S(=O)(=O)N(C)C)cc3)nc12	2	-16%	0	-6	-3%	0%	-1%	10%	-106%	5
NC1=NC(=Nc2cccc(S(N)(=O)=O)c2)c2ccccc21	2	17%	4	0	0%	-4%	-1%	7%	-2%	4
O=C(COc1ccccc1)Nc1c(Cl)ccc2nsnc12	-1	-6%	-6	1	1%	4%	9%	0%	2%	-22
COC(=O)c1cccc(S(=O)(=O)N2CCOCC2)c1	2	14%	-21	4	2%	16%	3%	2%	0%	-4
Cc1cccc(S(=O)(=O)Nc2nc3ccccc3nc2OC(C)C)c1	-2	5%	2	-5	-2%	?	-1%	0%	-5%	10
CC1=CC(C)(C)NC(=S)N1c1cccc2cc(S(=O)(=O)O)ccc12	-2	2%	9	-4	-1%	-2%	2%	1%	2%	8
CCN(CC)c1cccc(OC2=NS(=O)(=O)c3ccccc32)c1	-7	?	-1	-5	-1%	2%	-2%	25%	11%	-2
CCOc1cc(C#N)c(NC(=O)CSc2nnnn2-c2ccc(OC)cc2)cc1OCC	1	-9%	2	-8	4%	19%	2%	-1%	-4%	3
CC(C)S(=O)(=O)c1ccc(C(=O)Nc2ccc(F)cc2F)cn1	0	5%	5	2	1%	-21%	0%	5%	4%	-2
COc1ccccc1N1CCN(C(=O)c2cc(C)oc2C)CC1	4	-5%	1	5	-6%	-5%	8%	-5%	2%	2
C=CCN1C(=O)C(CC(=O)Nc2ccccc2)SC1=Nc1ccc(S(N)(=O)=O)cc1 (centres undefined)	2	?	12	-8	1%	7%	1%	0%	0%	-3
O=C(COC(=O)c1cnc(Cl)c(Cl)c1)NCCC1=CCCCC1	8	-8%	10	-27	4%	-6%	-4%	-7%	-4%	6
COc1ccc(-c2noc(CNC(=O)CCCN3C(=O)[C@H]4CC=CC[C@H]4C3=O)n2)cc1	8	?	-7	15	-1%	?	9%	4%	-1%	-23
Cc1ccc(C)c(N2CCN(C(=O)c3ccccc3Br)CC2)c1	4	13%	-19	9	1%	-12%	2%	3%	-27%	-14
COc1ccc(N(C(C)C(=O)N/N=C/c2ccc(OC(C)C)cc2)S(C)(=O)=O)cc1 (centres undefined)	3	-6%	-2	10	0%	-4%	-1%	10%	-7%	-12
CCCNC(=S)N1CC2(C)CN(C(=O)C(=O)OC)CC(C)(C1)C2=O	-4	30%	5	16	-5%	2%	8%	4%	3%	4
CN(CC(=O)Nc1ccc(F)c(F)c1F)C(=O)c1cc(-c2ccncc2)nc2ccccc12	7	23µM*	-13	-2	2%	-40%	1%	-1%	-3%	5
COc1ccc(CCN(Cc2cc3cc4c(cc3[nH]c2=O)OCO4)C(C)=O)cc1OC	2	0%	.	-2	7%	-4%	1%	-2%	.	.
CN1CCN(c2ccc(NC(=O)COc3ccccc3Cl)cc2)CC1	3	-3%	-11	-1	0%	10%	-5%	-10%	5%	-5
O=C(N1CCOCC1)N1CCN(CC(O)COc2ccc3ccccc3c2)CC1 (centres undefined)	-3	-10%	-5	6	1%	-14%	-4%	5%	2%	9
CCOC(=O)N1CCN(C(=O)CCCn2nc(C)c3sc4ccccc4c3c2=O)CC1	-2	?	23	8	0%	-6%	7%	3%	0%	0
CC1(c2ccncc2)Nc2ccccc2-c2nc3ccccc3n21 (centres undefined)	0	16%	-8	13	-2%	-2%	1%	-1%	4%	-10
O=C(c1cc2cccc([N+](=O)[O-])c2oc1=O)N1CCOCC1	-1	7%	10	-1	1%	0%	-4%	35%	-6%	-1
CCCC(=O)Nc1ccccc1NC(=O)c1ccc2c(c1)OCO2	5	-3%	2	3	1%	4%	-9%	-1%	-3%	-10
COc1ccc2c(=O)c3c(=O)n(Cc4ccco4)c(C4CCCCC4)nc3oc2c1	1	-15%	.	-5	0%	3%	0%	-8%	.	.
CN(C)c1nc(N(C)C)n(Cc2c(Cl)cccc2Cl)n1	4	-13%	-1	-3	-2%	-21%	2%	1%	2%	-2
Nc1ccc(C(=O)N2CCCC2)cc1CS(=O)(=O)c1ccc(Cl)cc1	-1	-2%	1	10	2%	-2%	-2%	5%	-3%	6
CCN1CCN(C(=O)/C=C/c2c(F)cccc2Cl)CC1	0	2%	-2	-4	2%	-1%	-2%	6%	4%[46.1 µM]	1
COc1ccc(-c2nn(C)c(=O)c3ccccc23)cc1NC(=O)COc1ccccc1	2	?	-6	-4	1%	-14%	3%	-4%	-4%	3
O=C(NCc1cccs1)c1ccc(S(=O)(=O)N2CCOCC2)cc1	12	-3%	2	-7	2%	6%	0%	4%	5%	30
CCOC(=O)C(NCc1ccc(F)cc1)(NC(=O)c1ccccc1)C(F)(F)F (centres undefined)	-5	?	9	44	-1%	-2%	4%	3%	-8%[46.1 µM]	-4

Compound activity deposited in PubChem by National Center for Advancing Translational Sciences (NCATS).

This is a subset; count on the stated rates, not on these rows.
